Source: PubChem (National Center for Advancing Translational Sciences (NCATS))
MmCpn inh = M. maripaludis TRiC chaperonin inhibition | hit rate 0.031% among 330,000 | purified Mm-Cpn ATPase, ADP Transcreener TR-FRET | Potency, µM (doses to about 76.9 µM), inactives show top-dose activity, negative = inhibition, usual class: inhibitors; further: potency means the concentration at half of the fitted maximal effect; on the % scale 0 is the no-effect control and ±100 the full control effect; nearly all actives have a fitted effect of over 80% in size
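Quantitative HTS used 25 nM Mm-CPN and 10 uM ATP in magnesium/KCl Tris buffer, pH 7.4, with 1 mM DTT. Hydrolysis ran 30 min at 37°C; ADP was read by HTRF.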
Akt phos inh = inhibitors of Akt phosphorylation. Neuro2A IGF-stimulated pAkt S473 HTRF, 20 min; stronger effect = lower value. activity change, % for hits at 50 µM. hit rate 0.32% among 360,000; in the data active means activity change below about -80%; inconclusive means mostly about -51% to -80%; further: on the % scale 0 is the no-effect control and ±100 the full control effect
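Neuro2A cells (4,500/well, DMEM with 0.5% FBS) were treated with compound at a single 50 µM final concentration, stimulated with 6 nM IGF for 20 min at 37 °C, and lysed. Phospho-Akt Ser473 was read by HTRF as 665/615 ratio ×10^4.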
Nrf2 ARE act = Nrf2 pathway activation; AREc32 ARE-luciferase reporter (MCF7-derived line), luminescence, 24 h; Potency, µM (doses to about 46.1 µM), for inactives: top-dose activation, hits mostly activators; hit rate 0.31% among 410,000; AID 624171; further: potency means the concentration at half of the fitted maximal effect; % of control where 0% means no effect; nearly all actives have a fitted effect of over 65% in size
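AREc32_Fluc, 1000 cells/well, OPTI-MEM + 5% FBS, o/n 37 deg C 5% CO2; 23 nL cpd by pin tool, 24 hr; Steady-Glo 30 min RT, luminescence.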
TGFb inhibitor = inhibitors of TGF-b signaling; hit rate 1.2% among 410,000; HepG2 CAGA-GFP TGF-b/SMAD3 reporter, GFP fluorescence, 18 h; TGF-beta stimulated, 500 pg/mL final; Potency, µM (titrated, usually from 46.1 µM), for the others: at the top dose activity, negative = inhibition, most hits filed as inhibitors; further: potency means the concentration at half of the fitted maximal effect; on the % scale 0 is the no-effect control and ±100 the full control effect; nearly all actives have a fitted effect of over 65% in size
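Inhibition of TGF-beta-driven CAGA-GFP reporter expression in HEPG2 cells is measured by cellular GFP fluorescence after 18 h stimulation with 500 pg/mL recombinant TGF-beta in 1% FBS medium at 37 degrees C.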
Nrf2 inh = inhibitors of Nrf2 signaling; A549 ARE-Fluc reporter, luciferase luminescence, 18-24 h; Potency, µM (series often up to 46 µM), inactives show at the highest dose activity change, negative = inhibition, usual class: inhibitors; AID 504444; hit rate 2.1% among 360,000; further: potency means the concentration at half of the fitted maximal effect; on the % scale 0 is the no-effect control and ±100 the full control effect; nearly all actives have a fitted effect of over 60% in size
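In this cell-based qHTS, ARE-driven firefly luciferase in A549 cells reports Nrf2 activity; the luminescent signal after BugLite lysis is the measured value, with a prior CellTiter-Fluor read for cell health.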
A549 viability = kills or reduces viability of A549 cells in Nrf2 counter-screen. hit rate 0.16% among 390,000. Potency, µM (highest dose often 46 µM), for inactives: top-dose activity change, negative = cytotoxicity, most hits filed as inhibitors. A549 ARE-Fluc cells, CellTiter-Fluor viability, 18-24 h; further: potency means the concentration at half of the fitted maximal effect; on the % scale 0 is the no-effect control and ±100 the full control effect
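A549 ARE_Fluc cells in 5% FBS OPTI-MEM were exposed to compounds in concentration-response for 18-24 h at 37 deg C. Viability was read by CellTiter-Fluor fluorescence (Ex 405/Em 525) after 30 min, before the luciferase read.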
CCT modulator = cytosolic chaperonin activity modulation; AID 651819; hit rate 0.3% among 360,000; activity change, % (concentration not given with the values), hits read low; purified chaperonin ATPase assay, HTRF ADP detection, 30 min; in the data active means activity change below about -30%; further: on the % scale 0 is the no-effect control and ±100 the full control effect
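We incubate TRiC, 40 or 20 nM final, with library compounds at 76 uM and 10 uM ATP for 30 min at 37 °C. ADP formed is detected with Transcreener HTRF reagents after 30 min at room temperature.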
EPAC2 antagonist = EPAC2 (human) antagonism; EPAC2 GEF exchange of Rap1B-BODIPY-GDP, fluorescence; Potency, µM (top dose mostly 114 µM), for inactives: at the top dose activity, negative = inhibition, actives largely listed as inhibitors; AID 720708; hit rate 0.18% among 360,000; Q8WZA2; further: potency means the concentration at half of the fitted maximal effect; on the % scale 0 is the no-effect control and ±100 the full control effect; nearly all actives have a fitted effect of over 45% in size; many of its hits are not listed in these tables
Target sequence (Q8WZA2 whole entry, looked up): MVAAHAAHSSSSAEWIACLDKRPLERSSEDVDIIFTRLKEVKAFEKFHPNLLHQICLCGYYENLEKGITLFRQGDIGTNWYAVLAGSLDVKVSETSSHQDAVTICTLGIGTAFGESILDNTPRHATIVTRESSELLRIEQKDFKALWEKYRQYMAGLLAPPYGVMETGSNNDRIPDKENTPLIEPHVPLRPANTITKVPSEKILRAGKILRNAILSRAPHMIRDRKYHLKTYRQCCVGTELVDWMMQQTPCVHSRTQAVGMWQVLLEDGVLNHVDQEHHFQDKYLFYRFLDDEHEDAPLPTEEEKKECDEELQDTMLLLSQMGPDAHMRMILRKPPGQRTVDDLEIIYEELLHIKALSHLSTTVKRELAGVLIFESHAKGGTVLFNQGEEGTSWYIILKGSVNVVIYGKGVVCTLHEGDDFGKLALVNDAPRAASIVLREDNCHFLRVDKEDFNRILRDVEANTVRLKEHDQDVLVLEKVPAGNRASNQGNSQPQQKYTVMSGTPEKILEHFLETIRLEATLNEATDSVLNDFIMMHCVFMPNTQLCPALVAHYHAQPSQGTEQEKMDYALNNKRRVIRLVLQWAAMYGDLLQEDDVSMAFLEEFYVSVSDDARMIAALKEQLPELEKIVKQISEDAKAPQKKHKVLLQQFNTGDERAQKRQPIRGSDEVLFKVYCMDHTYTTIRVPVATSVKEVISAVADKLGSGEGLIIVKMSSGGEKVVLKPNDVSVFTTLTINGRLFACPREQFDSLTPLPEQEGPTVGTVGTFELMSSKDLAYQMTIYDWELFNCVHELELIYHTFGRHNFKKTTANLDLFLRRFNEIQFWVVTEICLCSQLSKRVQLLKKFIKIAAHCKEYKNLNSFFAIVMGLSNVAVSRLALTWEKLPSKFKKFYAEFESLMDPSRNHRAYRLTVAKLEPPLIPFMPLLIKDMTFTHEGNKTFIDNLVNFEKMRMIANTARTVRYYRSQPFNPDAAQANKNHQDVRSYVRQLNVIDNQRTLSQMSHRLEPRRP
EPAC2 ag = EPAC2 (human) agonism; EPAC2 activation, biochemical qHTS; response scale: 100% = 6.5 mM cAMP response; Potency, µM (top dose mostly 154 µM), for inactives: top-dose activation, usual class: activators; hit rate 0.079% among 360,000; further: potency means the concentration at half of the fitted maximal effect; nearly all actives have a fitted effect of over 50% in size
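Exchange assay: 100 nM EPAC2 with 250 nM Rap1B-BODIPY-GDP and 50 uM GDP. Fluorescence (ex 480/em 540 nm) read every 5 min for 30 min at room temperature. Data normalized to 6.5 mM cAMP as agonist control.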
An asterisk follows results filed as active; i = inactive; ? = inconclusive; · = not tested or not shown; & = joins results of further samples; [ ] = dose if it differs, or a comment. Unless noted, the call rests on the fitted dose curve; in most records, active means well fitted curve in the direction sought with a large enough effect; inconclusive means small, poorly fitted or top-dose-only effect, or another doubt; inactive means no such curve, though single readings can be large; an effect the other way counts as inactive or inconclusive. An excerpt; count on the stated rates, not on these rows.

compound,MmCpn inh,Akt phos inh,Nrf2 ARE act,TGFb inhibitor,Nrf2 inh,A549 viability,CCT modulator,EPAC2 antagonist,EPAC2 ag
Cc1c(/C=N/NC(=O)C(NC(=O)c2ccc3c(c2)OCO3)C(C)C)c2ccccc2n1C (stereo not given),-4%,i,5.0%,?,?,-28%,1.3,7%,-2%
CC(C)(SC(=S)N1CCCCCC1)C(=O)O,2%,i,0.2%,-24%,-21%,2%,-0.2,11%,8%
COc1cc(OC)cc(C(=O)NCCC(c2ccccc2)c2ccccc2)c1,3%,i,3.4%,-12%,?,15%,-0.3,-7%,16%
CC(C)Sc1cc(N2CCCC2)nc(-c2ccc(F)cc2)n1,-4%,i,0.5%,0%,5%,-3%,-3.0,-2%,2%
CCc1c(C)sc(NC(=O)C2CC2c2ccccc2)c1C(N)=O (stereo not given),0%,i,0.2%,0%,?,-9%,-2.7,-7%,13%
COc1cccc(/C=N/NC(=O)c2cc(-c3ccccn3)nc3ccccc23)c1O,-3%,i,-0.7%,-24%,-2%,1%,-6.7,-3%,3%
COC(=O)c1ccc(CSc2nnc(-c3ccncc3)o2)cc1,-4%,i,3.4%,0%,11%,6%,-1.3,3%,7%
Cc1nc2ccccc2c(=O)n1CCc1ccc(O)cc1,-5%,i,0.3%,3%,6%,2%,-2.1,0%,1%
Cc1cc2oc(=O)cc(CN3CCCc4ccccc43)c2cc1C,0%,i,2.6%,17%,8%,9%,-0.6,7%,14%
COCc1cc(C)nc(Nc2ccccc2OC)c1C#N,-1%,i,30%,12%,2%,?,-1.1,5%,6%
COc1cc2c(cc1OC)CN(C(=O)c1cc3ccccc3oc1=O)CC2,0%,i,-0.3%,?,-7%,-14%,-0.2,11%,-5%
CN1CCN(C(=O)C2CCCN(S(=O)(=O)c3ccc(Cl)cc3)C2)CC1 (stereo not given),0%,i,0.0%,0%,1%,0%,0.4,1%,6%
CCOc1ccc(C(C)=O)cc1CC(C(N)=O)C(N)=O,-1%,i,-0.8%,7%,10%,-6%,0.8,9%,-3%
CC(=O)CSc1nnc(-c2ccc(S(=O)(=O)N3CCOCC3)cc2)n1C,1%,i,-1.0%,-17%,-1%,-6%,-3.1,0%,3%
Cc1ccc2nc(-c3ccc(C#N)cc3)c(Cc3ccccc3)n2c1,·,i,13%,·,·,·,-0.5,1%,19%
COCCN(C(=O)c1csnn1)C(C(=O)NC1CCCC1)c1ccccc1F (stereo not given),1%,i,-0.4%,3%,23%,-2%,1.3,-13%,4%
Cn1ncc(Cl)c1C(=O)N1CCN(S(=O)(=O)c2ccc(Cl)s2)CC1,-1%,i,-0.8%,0%,-2%,1%,-1.0,-19%,5%
C#CC(C)OCC1CNC(=S)O1 (stereo not given),·,i,0.3%,-2%,·,·,0.9,5%,15%
COc1cc([N+](=O)[O-])cc(CN2CCCCC2)c1O,-4%,i,0.2%,-1%,-10%,0%[1.84 µM],-7.2,-9%,10%
O=S(=O)(Nc1cccc(-c2ccc(N3CCCCCC3)nn2)c1)c1cccc(F)c1,-6%,·,10%&6.5%,?,10%,?,-2.4,0%,18%
Cc1cnc(C(=O)OC(C)C(=O)Nc2cccc3ccccc23)cn1 (stereo not given),0%,i,0.3%,-2%,-19%,8%,1.8,12%,0%
Cc1ccc(SCCC(=O)Nc2cc(C)on2)cc1,0%,i,-0.2%,5%,-6%,1%,-2.6,-1%,7%
CN(C(=O)COC(=O)c1ccccc1NCCO)C1CCS(=O)(=O)C1 (stereo not given),-2%,i,4.2%,-1%,0%,-1%,-6.2,15%,6%
CCCn1nnnc1NC(=O)c1cccs1,-1%,i,-0.3%,5%,-5%,-11%,-0.4,12%,6%
CCn1c2ccc(C)cc2c2nnc(NN)nc21,-1%,i,-0.6%,14µM*,-12%,-10%,-0.6,14%,-9%
COC(=O)/C(C(C)=O)=C(/C=C/C=C/N(C)C)N(C)C,3%,i,-0.5%,2%,2%,?,-11,-4%,2%
Cc1ccc(C)c2[nH]c(=O)c(CN(CCN3CCCC3)C(=O)Nc3cccc(Cl)c3)cc12,-4%,i,21%,?,-7%,-1%,-3.0,-8%,5%
C=C1CCN(C(C)C(=O)OC)S(=O)(=O)c2ccccc21 (stereo not given),1%,i,-1.2%,-1%&-4%,1%&-6%,3%&3%,-0.2,14%,11%
CCNC(=O)c1ccc(C23CC4CC(CC(C4)C2)C3)o1,-1%,i,0.4%,-3%,-19%,-2%,2.3,-28%,-1%
O=C(NCC1CC1(Cl)Cl)Nc1ccc(Cl)c(Cl)c1 (stereo not given),4%,i,4.2%,?,8%,-2%,0.6,-7%,11%
O=C(C1=C[C@H](c2coc3ccccc3c2=O)C[C@H](OCCCCO)O1)N1CCOCC1,·,i,0.5%,-3%,6%,-4%,0.0,8%,-1%
Cc1ccc2oc(C(=O)N3CCC(O)(c4ccccc4)CC3)c(C)c2c1,-4%,i,3.5%,-7%,18%,1%,-4.5,-8%,8%
CC1CCCN(S(=O)(=O)c2cccc(C(=O)NCC3CCCO3)c2)C1 (stereo not given),1%,i,-0.1%,-16%,-2%,1%,6.5,5%,4%
COc1ccc(CNC(=O)c2cnc(C)cn2)cc1,0%,i,0.7%,-3%,23%,-7%,-2.3,3%,3%
O=C(CN(c1ccc(F)cc1)S(=O)(=O)c1ccc2c(c1)OCCO2)NCc1cccnc1,1%,i,-0.1%,0%,-2%,-2%,-2.4,-4%,-7%
COc1ccc(CCn2c(NN=C3CCCCC3)nc3c2c(=O)[nH]c(=O)n3C)cc1,0%,i,19%,10%,-3%,-4%,0.8,8%,-7%
CCOC(=O)N1CCC(NC(=O)c2cnn(-c3cccc(Cl)c3C)c2C2CCN(C(=O)OC(C)(C)C)CC2)CC1,·,·,0.5%,-5%,10%,0%,·,·,·
COc1ccc(Cn2c(C(=O)O)c(CNCc3ccco3)c3ccc(OC)cc32)cc1,·,·,6.0%,6%,?,?,·,·,·
Cc1ccc2oc(C(=O)Nc3sc4c(c3C(=O)NCc3ccco3)CCC4)cc(=O)c2c1,·,·,-0.8%,-8%,5%,-10%,·,·,·
Cn1c(=O)c(Sc2ccc(Cl)cc2)c(O)c2ccccc21,-13%,i,-1.1%,3%,?,1%,-1.1,13%,2%
Cc1ccc(N(CC2CO2)S(=O)(=O)c2ccc(C)cc2)cc1 (stereo not given),-8%,i,6.9%,6%,9%,2%,-1.2,-20%,1%
CCC(NC(=O)c1ccncc1)c1ccccc1 (stereo not given),-3%,i,-0.4%[9.22 µM],12%,10%,9%,1.7,14%,7%
Cc1ccc(-n2nnnc2SCC(=O)Nc2c(C)n(C)n(-c3ccccc3)c2=O)cc1,-1%,i,0.3%,-29%,-22%,-3%,1.1,2%,2%
CCCn1nnc(NC(=S)NC(=O)c2ccccc2OC)n1,1%,i,5.8%,?,3%,-3%,0.4,2%,9%
Cc1ccc2c(c1)C(=O)C(=O)N2Cc1ccccc1,-4%,i,3.4%,-5%,3%,-2%,-1.7,-7%,19%
O=C(C(Cl)Cl)N1c2ccccc2OCC1c1ccccc1 (stereo not given),1%,i,14%,?,-8%,-8%,-2.3,4%,15%
CCCCCCC(=O)NNC(=O)c1c(O)c2ccccc2n(CCC)c1=O,1%,i,-0.1%,10%,3%,2%,-0.3,?,-19%
C=CCn1c(Cc2csc(N)n2)nnc1SCC(=O)Nc1ccc(C(=O)OCC)cc1,-3%,i,2.0%,?,?,0%,-16,10%,5%
COc1ccc(CC(=O)Nc2ccccc2N2CCCC2)cc1OC,-2%,i,-0.6%,-14%,?,2%,-3.6,-5%,2%
COc1ccccc1NC(=O)Cn1cnc2sc(C(=O)Nc3cc(OC)c(OC)c(OC)c3)c(C)c2c1=O,1%,i,3.3%,-1%,-27%,8%,0.8,-7%,9%

(listing goes on)
compound,MmCpn inh,Akt phos inh,Nrf2 ARE act,TGFb inhibitor,Nrf2 inh,A549 viability,CCT modulator,EPAC2 antagonist,EPAC2 ag
Cc1cccc(C)c1C(O)c1ncc(-c2ccccc2Cl)[nH]1 (stereo not given),·,i,0.8%,5%,·,·,-0.5,7%,6%
C=CCn1c(CSc2ccccc2[N+](=O)[O-])n[nH]c1=S,1%,i,2.2%,-11%,-5%,-2%,0.0,4%,0%
Cc1ccc2[nH]cc(C(=O)CCl)c2c1,0%,i,-3.7%,?,?,-10%,-0.3,11%,-6%
CCn1nnc2cc(C(=O)Nc3cc(Cl)ccc3C)ccc21,1%,i,-0.4%,9%,?,-1%,0.4,5%,5%
Cc1ccc(NC(=O)CSCC(=O)OCc2cc(=O)oc3cc(O)ccc23)c(C)c1,-8%,i,0.2%,3%,8%,9%,-1.5,-13%,10%
COc1ccc2[nH]c(=O)c(CN(Cc3ccccc3)Cc3nnnn3CC3CCCO3)cc2c1 (stereo not given),0%,i,-0.6%,-4%,?,-5%,-0.8,-14%,8%

One compound at a time (already shown). Screens in order: MmCpn inh, Akt phos inh, Nrf2 ARE act, TGFb inhibitor, Nrf2 inh, A549 viability, CCT modulator, EPAC2 antagonist, EPAC2 ag
Shown for Cc1ccc2[nH]cc(C(=O)CCl)c2c1 = 0%, i, -3.7%, ?, ?, -10%, -0.3, 11%, -6%
Shown for C=CCn1c(CSc2ccccc2[N+](=O)[O-])n[nH]c1=S = 1%, i, 2.2%, -11%, -5%, -2%, 0.0, 4%, 0%
Shown for COc1ccc2[nH]c(=O)c(CN(Cc3ccccc3)Cc3nnnn3CC3CCCO3)cc2c1 (stereo not given) = 0%, i, -0.6%, -4%, ?, -5%, -0.8, -14%, 8%
